# PKM2 activator = qHTS Assay for Activators of Human Muscle isoform 2 Pyruvate Kinase | Pyruvate kinase PKM (Homo sapiens), P14618 | purified PKM2, Kinase-Glo ATP luminescence, activation; response scale: 0% is enzyme alone, no compound | Potency, µM (highest dose often 57.5 µM), for the others: at the top dose activation, usual class: activators | hit rate 0.34% among 260,000; further: potency means the concentration at half of the fitted maximal effect; nearly all actives have a fitted effect of over 55% in size
#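 ATP formation by purified human PK-M2, quantified via coupled luciferase luminescence after 1 h at room temperature with 0.1 mM ADP and 0.5 mM PEP final.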
# FBPA coupling cs = qHTS Assay for Inhibitors of Fructose-1,6-bisphosphate Aldolase from Giardia Lamblia: Coupling assay counterscreen; coupling enzyme system counterscreen, AmpLite Red fluorescence; activity change, negative = inhibition, % at 58.2 µM, hits read low; hit rate 0.67% among 290,000; AID 2472, 2010; in the data active means activity change below about -30%
#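 Counterscreen lacking aldolase: glyceraldehyde-3-phosphate coupling-enzyme reagent preincubated 10 min at RT with compound (at 57.5 uM final), then substrate/coupling system with AmpLite Red added; fluorescence read at 525/598 nm after 20 min RT.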
# KCNH2 3.1 block = qHTS for Inhibitors of KCHN2 3.1: Mutant qHTS. Potassium voltage-gated channel subfamily H member 2, brain isoform KCNH2 3.1 (human). hit rate 0.95% among 340,000. AID 720553, 2013. U2OS KCNH2 3.1, thallium flux FluxOr; stronger effect = lower value. activity change, % (tested at about 1.8 µM);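 active means maximum activity change below -70%; inconclusive means maximum activity change from -70% to -50%; inactive means maximum activity change above -50%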;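 further: thallium influx rate constant from kinetic fluorescence after stimulation buffer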
#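 Normalized rate constant (relative to positive and negative DMSO controls) derived from a 2 min kinetic fluorescence read after stimulation; U2OS cells expressing the 3.1 isoform via virus at 1.77 x 10^8 /mL.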
# USP2a inh = qHTS Assay for Inhibitors of Ubiquitin-specific Protease USP2a Using CHOP2 as the Reporter. Ubiquitin carboxyl-terminal hydrolase 2 (Homo sapiens), O75604. USP2 core, Ub-CHOP2 coupled fluorogenic reporter, 485/531. Potency, µM (series often up to 38.3 µM), inactives show top-dose activity change, negative = inhibition, hits mostly inhibitors. hit rate 0.01% among 330,000. AID 463254, 2010;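 further: potency means the concentration at half of the fitted maximal effect; plate controls were DMSO wells for no effect and full inhibition by NEM control for full effect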
# Target sequence (O75604 whole entry, looked up): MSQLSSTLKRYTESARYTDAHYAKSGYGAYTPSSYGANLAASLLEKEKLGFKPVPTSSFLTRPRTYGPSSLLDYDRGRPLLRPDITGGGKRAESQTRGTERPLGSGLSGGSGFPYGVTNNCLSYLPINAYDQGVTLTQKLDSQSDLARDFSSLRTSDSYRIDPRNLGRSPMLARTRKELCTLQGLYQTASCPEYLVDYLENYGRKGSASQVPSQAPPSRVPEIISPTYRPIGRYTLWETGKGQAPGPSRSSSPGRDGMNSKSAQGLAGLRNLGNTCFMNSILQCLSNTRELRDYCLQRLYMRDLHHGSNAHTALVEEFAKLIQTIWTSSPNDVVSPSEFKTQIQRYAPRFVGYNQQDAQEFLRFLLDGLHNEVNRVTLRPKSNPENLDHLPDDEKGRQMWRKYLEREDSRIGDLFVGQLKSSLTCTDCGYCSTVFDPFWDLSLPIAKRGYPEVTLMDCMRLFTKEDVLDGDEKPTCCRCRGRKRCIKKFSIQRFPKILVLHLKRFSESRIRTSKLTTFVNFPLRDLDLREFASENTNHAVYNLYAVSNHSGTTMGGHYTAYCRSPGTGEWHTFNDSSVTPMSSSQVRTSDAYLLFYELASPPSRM
#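 USP2 core (10nM final) preincubated 30min RT with compound in 20mM Tris-HCl pH 8.0, 2mM CaCl2, 2mM beta-mercaptoethanol, 0.05% CHAPS; 25nM Ub-CHOP2 plus 25nM reporter substrate added, fluorescence (Ex485/Em531) read after 60min.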
# B2AR arrestin = qHTS assay of beta-arrestin-biased ligands of beta2-adrenergic receptor. Beta-2 adrenergic receptor (Homo sapiens), P07550. beta-arrestin recruitment to beta2AR, cell-based reporter. AID 492947, 2010. hit rate 0.02% among 330,000. Potency, µM (series often up to 46.1 µM), without a hit: at the highest dose activation, usual class: activators;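 further: potency means the concentration at half of the fitted maximal effect; 0% = DMSO controls and full agonism = EC100 isoproterenol or metaproterenol; nearly all actives have a fitted effect of over 65% in size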
# Target sequence (P07550 whole entry, looked up): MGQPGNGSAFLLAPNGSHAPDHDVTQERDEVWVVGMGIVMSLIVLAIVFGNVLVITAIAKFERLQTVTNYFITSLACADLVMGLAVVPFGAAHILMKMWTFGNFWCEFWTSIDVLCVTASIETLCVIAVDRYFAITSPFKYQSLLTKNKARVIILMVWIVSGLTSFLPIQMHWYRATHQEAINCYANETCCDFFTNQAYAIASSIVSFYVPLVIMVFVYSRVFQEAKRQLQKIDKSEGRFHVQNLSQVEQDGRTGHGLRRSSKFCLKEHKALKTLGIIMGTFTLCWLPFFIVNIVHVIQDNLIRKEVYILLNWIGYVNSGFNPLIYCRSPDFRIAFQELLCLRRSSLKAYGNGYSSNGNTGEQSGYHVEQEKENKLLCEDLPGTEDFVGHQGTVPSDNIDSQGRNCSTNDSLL
# uPA generation = qHTS for Inhibitors of Cell Surface uPA Generation | cell surface uPA generation assay, qHTS | hit rate 0.31% among 330,000 | Potency, µM (doses to about 38.3 µM), without a hit: at the top dose activity change, negative = inhibition, hits mostly inhibitors | AID 540303, 2011; active means well fitted inhibition curve with a large enough effect; inconclusive means small, poorly fitted or top-dose-only effect; inactive means no such curve, though single readings can be large or run the other way; tested in mouse RAW 264.7 cells; further: potency means the concentration at half of the fitted maximal effect; nearly all actives have a fitted effect of over 55% in size
# GALK inh = qHTS Assay for Inhibitors of Human Galactokinase (GALK) | Purified GALK, Kinase-Glo residual ATP luminescence | hit rate 0.007% among 270,000 | P51570 | Potency, µM (series often up to 57.5 µM), inactives show top-dose activity change, negative = inhibition, hits mostly inhibitors; further: potency means the concentration at half of the fitted maximal effect
#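 The enzyme phosphorylates galactose (100 uM) using ATP (35 uM); inhibition is detected as higher residual ATP, quantified by bioluminescence after 1 h reaction at room temperature, pH 8.0.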
# Giardia kill = Small Molecules that selectively kill Giardia lamblia: qHTS. Giardia lamblia trophozoite viability. activity change, % at 7.66 µM, hits read low. hit rate 0.15% among 340,000; in the data active means activity change below about -80%; inconclusive means between about -30% and that limit;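 further: parasites exposed to compound for two days anaerobically before the ATP read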
#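 Giardia trophozoites, 100 cells per well, were exposed to compounds for 48 hrs at 37 deg C under anaerobic conditions; viability was then read as ATP content by bioluminescence after 15-30 min at room temperature.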
# KCNH2 WT inh = qHTS for Inhibitors of KCHN2 3.1: Wildtype qHTS. Voltage-gated inwardly rectifying potassium channel KCNH2 (Homo sapiens), Q12809. activity change, % at 1.84 µM. U2OS, BacMam KCNH2, thallium flux FluxOr; stronger effect = lower value. hit rate 0.37% among 340,000. AID 720551, 2013;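 active means maximum activity change below -70%; inconclusive means maximum activity change between -70% and -50%; inactive means maximum activity change above -50%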
#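 U2OS cells were transduced with wild-type KCNH2 virus (2.03 x 10^8 / mL) for 4 h at room temperature, then cultured overnight at 37 C. Thallium flux was read with FluxOr dye. Rate constants were normalized to DMSO controls.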
# Chronic BCR inh = qHTS Assay to Find Inhibitors of Chronic Active B-Cell Receptor Signaling | ABC-DLBCL IkBa-CBG/CBR reporter, luminescence ratio, 4 h | Potency, µM (highest dose often 46.1 µM), for inactives: top-dose ratio change, negative = lower green/red ratio, actives largely listed as inhibitors | hit rate 0.05% among 340,000; active means well fitted inhibition curve with a large enough effect in the signal ratio, with a control signal flat, not every such curve was filed as active; inconclusive means small, poorly fitted or top-dose-only effect, or effect the other way, or a change in a side signal; the % refers to the signal ratio;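 further: potency means the concentration at half of the fitted maximal effect; plate controls were basal doxycycline-induced cells for no effect and cells given 10 µM MG132 for full effect; MG132 reads +100%, hits lower the ratio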
#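 TMD8 ABC-DLBCL cells carrying doxycycline-inducible green luciferase fused to IkappaBalpha plus unfused red luciferase were exposed to compounds (up to 46 uM) for 4 hrs at 37C. Activity came from the overlap-corrected green/red luminescence ratio.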
# Eya2 inh = qHTS Assay for Inhibitors of the Phosphatase Activity of Eya2; Protein phosphatase EYA2 (Homo sapiens), O00167; recombinant Eya2, OMFP fluorescence dephosphorylation (OMFP is methylfluorescein phosphate); Potency, µM (titrated, usually from 76.9 µM), for inactives: top-dose activity, negative = inhibition, usual class: inhibitors; hit rate 0.006% among 330,000; further: potency means the concentration at half of the fitted maximal effect
#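 Eya2 (0.2 uM) preincubated 10 min at ambient with compound, then OMFP substrate added at 50 uM; 10 min reaction in 50 mM HEPES pH 7.5, 50 mM NaCl, 5 uM MgCl2, 0.05% BSA, 1 mM DTT. Fluorescence read at Ex 485/Em 525 nm.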
# * marks the source's active call; other numbers are inactive results; ? = inconclusive; · = no result given; [ ] = another dose, or the depositor's remark. Unless noted, the call rests on the fitted dose curve; in most records, active means well fitted curve in the direction sought with a large enough effect; inconclusive means small, poorly fitted or top-dose-only effect, or another doubt; inactive means no such curve, though single readings can be large; an effect the other way counts as inactive or inconclusive. Unless noted, on the % scale 0 is the no-effect control and ±100 the full control effect.
SMILES,PKM2 activator,FBPA coupling cs,KCNH2 3.1 block,USP2a inh,B2AR arrestin,uPA generation,GALK inh,Giardia kill,KCNH2 WT inh,Chronic BCR inh,Eya2 inh
CCOc1ccc(C(C)NC(=S)NCc2ccc(F)cc2)cc1 (configuration not stated),5%,2,18,-7%,-0.3%,2%,-1%,41[activator],7,0%,-11%
CCCc1c(C)nc(N2CCN(c3ccccc3F)CC2)[nH]c1=O,-7%,-4,2,0%,0.0%,2%,-2%,-29,3,7%,-9%
COc1ccc(-n2cc(CN(C)C(C)c3ccncn3)c(-c3cccc(F)c3)n2)cc1 (configuration not stated),-8%,-2,-39,-4%,-2.1%,7%,1%,9,-5,?,-9%
CCOc1ccc(N=C2NC(=O)C(CC(=O)Nc3ccccc3)S2)cc1 (configuration not stated),-4%,-2,-9,0%,0.0%,17%,0%,-13,11,0%,-2%
O=c1oc(Nc2cccc(Cl)c2)nc2ccccc12,-1%,2,-4,0%,0.1%,·,-1%,17,-2,?,9%
O=C1C(=Cc2cccs2)C(=O)c2ccccc21,-2%,6,-2,0%,-0.7%,5%,0%,10,7,-4%,-1%
Cc1ccc(NC(=O)c2ccncc2)cc1[N+](=O)[O-],-5%,-2,2,-1%,-0.7%,-3%,0%,6,1,-11%,-14%
Cc1nnc(N/N=C/c2ccccc2F)n1N,·,2,2,1%,-0.7%,-3%,·,5,-19,?,-4%
Cc1[nH]c2ccccc2c1C(O)CN1CCC2(CC1)OCCO2 (configuration not stated),1%,1,-6,0%,-0.3%,?,0%,22,1,?,16%
COc1ccc(S(=O)(=O)NCc2ccccc2)cc1Br,?,-3,·,-4%,-0.6%,·,·,·,·,-1%,0%
c1cncc(-c2nnc3n2CCC3)c1,-3%,1,-9,-2%,-0.9%,0%,1%,0,2,1%,18%
Cc1nn(C)c(C)c1N1C(=O)c2cccc3c(Br)ccc(c23)C1=O,8%,5,5,-2%,0.4%,-4%,-3%,-12,0,?,-4%
Clc1ccc(-c2ccnc(-n3cccc3)n2)s1,3%,1,1,4%,0.3%,-1%,-3%,-6,6,2%,3%
CCCCc1ccc(NC(=O)c2ccc(NS(C)(=O)=O)cc2)cc1,-1%,2,-15,3%,-0.1%,-7%,9%,0,5,?,-15%
COc1ccc(/C=C/C(=O)c2ccc(Cl)s2)cc1O,-2%,-2,-4,2%,0.8%,-10%,1%,-14,3,?,-22%
CC1CCN(C(=O)c2cccc(S(=O)(=O)N3CCCCC3)c2)CC1,-1%,0,-4,1%,0.1%,·,-4%,-6,-4,6%,-1%
CC(C)[C@@H](N)C(=O)NC[C@H]1O[C@@H](n2cnc3c(N)ncnc32)[C@H](O)[C@@H]1O,·,·,-4,1%,-0.5%,9%,·,-24,-3,?,8%
COc1ccccc1NC(=O)NNC(=O)c1ccc2ccccc2c1,-1%,2,-8,-1%,6.8%,0%,2%,-13,0,-13%,-9%
CCCCN(C(=O)COC(=O)c1ccc(C)s1)c1c(N)n(CCC)c(=O)[nH]c1=O,·,·,-11,4%,0.2%,0%,·,-1,5,0%,3%
COc1cc(C(=O)Nc2ccc3c(c2)OCO3)c([N+](=O)[O-])cc1OC,-6%,2,3,-1%,-1.0%,3%,-5%,-5,-9,5%,-1%
CCOC(CNC(=O)c1ccc2c(c1)ncn2-c1ccccc1OC)OCC,·,1,-9,0%,-0.9%,10%,10%,-7,0,-3%,8%
O=C(c1ccc(Cl)cc1)C1CCCN(Cc2cccn2-c2cccnc2)C1 (configuration not stated),0%,0,-26,1%,0.3%,-8%,3%,9,9,-24%,-3%
COc1ccc(S(N)(=O)=O)cc1C(=O)OCC(=O)Nc1ncc(Cl)c(C)c1Cl,·,·,3,1%,-0.1%,-2%,·,4,18,1%,6%
CC1(C)CC(O)C(CCC(O)c2ccccc2)C(C)(C)N1 (configuration not stated),-6%,0,-7,0%,4.3%,8%,0%,-21,-9,0%,6%
CCOc1ccc(NC(=O)CNC(=O)c2cn(-c3ccccc3OC)c(=O)c3ccccc23)cc1,1%,-1,-23,0%,0.5%,2%,0%,-6,-1,27%,-19%
O=c1c2ccccc2c(C=Nc2ccc(O)cc2)c(O)n1Cc1ccccc1,0%,0,-22,-1%,0.7%,-3%,4%,-3,4,-2%,-17%
N#Cc1ccc2c(c1)C[C@]1(CCCCN3C(=O)c4ccccc4C3=O)Oc3cc(-c4ccccc4)oc(=O)c3[C@H]2O1,1%[11.5 µM],0,·,1%[7.66 µM],0.0%[9.22 µM],·,·,·,·,?,2%[15.4 µM]
O=C(COC(=O)Cc1ccsc1)Nc1ccc(Br)cc1F,·,·,-32,0%,0.0%,2%,·,7,18,?,9%
Cc1ccc(-c2csc(N=C(N)N)n2)c(C)c1,-5%,4,-22,-2%,-0.4%,-6%,5%,-4,8,?,?
CN(Cc1ccccc1)C(=O)c1[nH]cnc1C(=O)N[C@@H](Cc1ccccc1)C(=O)OC(C)(C)C,0%,0,·,-3%,-0.9%,?,·,-22,·,13%,-13%
CC(C)C(c1nnnn1CCc1ccccc1)N1CCN(C(=O)c2ccco2)CC1 (configuration not stated),-1%,-1,-5,-2%,-0.3%,-1%,3%,-7,-1,3%,1%
CSCC[C@H](NC(=O)c1ccc(OCC2CCCO2)cc1)c1nc2ccccc2[nH]1 (some centres not stated),·,·,11,1%,?,2%,·,-8,-4,?,-6%
CCCSC1=C(C#N)C(c2cccs2)CC(=O)N1 (configuration not stated),2%,0,14,2%,-1.0%,2%,-1%,-1,-1,2%,-28%
Cc1ccc(SC(C)C(=O)NC2CC2)cc1 (configuration not stated),-6%,·,-4,1%,0.3%,10%,6%,-18,-2,2%,7%
CCCOc1ccc(C(NC(=O)CC(C)C)NC(=O)CC(C)C)cc1OC,-7%,0,12,1%,-0.2%,0%,4%,5,-8,-2%,5%
O=C(Nc1ccc(NC(=O)C2CC2)cc1)c1ccco1,·,1,-15,-2%,0.0%,-12%,10%,-24,2,9%,-2%
CC(=O)/C=C1/SC(CC(=O)O)C(=O)N1c1ccccc1 (configuration not stated),-4%,-2,3,0%,-0.7%,-6%,0%,14,27,0%,7%
Clc1ccc(-c2nc(C3CCCCC3)no2)cc1,-4%,2,5,3%,0.2%,0%,7%,24,5,?,2%
CCOc1ccccc1NC(=O)CCS(=O)(=O)c1ccc2c(c1)CCN2C(C)=O,6%[0.46 µM],-1,1,2%,-0.1%,5%,5%,-4,2,-1%,5%
O=C(C1CC1)N1CCc2cc(Br)cc(S(=O)(=O)NCCN3CCOCC3)c21,-6%,1,0,-3%,0.1%,-3%,0%,15,4,-4%,9%
CCCNC(=O)CSc1nc2ccccc2c(=O)n1CCC,4%,5,1,0%,-0.2%,6%,15%,1,4,7%,-7%
CN(C)S(=O)(=O)c1cccc(NC(=O)COC(=O)CCOc2ccccc2)c1,0%,0,-9,3%,-0.1%,2%,8%,8,2,-1%,12%
COc1cccc(CNC(=O)C(=O)NCCC2CCCCN2S(=O)(=O)c2cccs2)c1 (configuration not stated),·,·,-1,2%,-0.1%,-11%,·,-14,-2,-3%,3%
CCN(CC)S(=O)(=O)c1ccc(N/N=C/c2ccc(OC)c(OC)c2OC)nc1,-4%,7,-10,5%,6.2%,-2%,1%,7,-4,2%,-6%
CC(C)(C)C(=O)CSc1ccc(S(=O)(=O)N2CCCC2)cn1,·,·,0,1%,-0.8%,6%,·,-19,3,3%,19%
CCCS(=O)(=O)N1CCCC(C(=O)NCCN(C)Cc2ccccc2)C1 (configuration not stated),-2%,1,-13,1%,-0.3%,3%,0%,6,9,0%,20%

# 3 compounds already listed, sorted by the value under PKM2 activator, high to low.
Molecule,PKM2 activator,USP2a inh,B2AR arrestin,uPA generation,GALK inh,Chronic BCR inh,Eya2 inh
CCCNC(=O)CSc1nc2ccccc2c(=O)n1CCC,4%,0%,-0.2%,6%,15%,7%,-7%
CN(C)S(=O)(=O)c1cccc(NC(=O)COC(=O)CCOc2ccccc2)c1,0%,3%,-0.1%,2%,8%,-1%,12%
COc1ccccc1NC(=O)NNC(=O)c1ccc2ccccc2c1,-1%,-1%,6.8%,0%,2%,-13%,-9%
